Compound activity: PubChem, several laboratories
PhoP inhibition = inhibitors of PhoP regulon expression, primary screen, Salmonella Typhimurium, GFP reporter (AID 1863); S. Typhimurium PhoP-regulated promoter GFP reporter, 4 h; higher % means a stronger effect; inhibition, % at 50 µM; hits with a dose series show IC50 in µM; hit rate 0.16% among 300,000;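 active means inhibition over 29.93%, a cutoff 3 SD above the screen mean, later confirmed by dose response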;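 further: 0% = low Mg2+ inducing control and 100% = high Mg2+ repressing control; strong numbers were not always called active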
MT stabilizer = microtubule stabilizers in HeLa cells | HeLa tubulin immunostaining HCS, 24 h; share of cells brighter than vehicle mean+2SD | % tubulin-high responders, % at 10 µM | hit rate 0.83% among 200,000 | AID 2205;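 active means plate Z-score above 3 for both tubulin-high and condensed-nucleus cell shares, with cell loss under 80%, at 10 µM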;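 further: anti alpha tubulin signal scored within the nucleus-defined area of each cell; some results filed as inactive read as strong as hits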
CSM14.1 death rescue = protection against thapsigargin-triggered cell killing – 384-well, CSM14.1, ATP luminescence, primary screen (AID 1222) | 190,000 tested, under 10 active | CSM14.1 thapsigargin-induced death rescue, ATP luminescence; higher % means a stronger effect | one-dose cellular ATP content (survival), % at 20 µM; EC50 in µM for titrated hits;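 active means EC50 below 50 µM in the dose-response confirmation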;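 further: death triggered by thapsigargin at about 15 µM added after 2 h compound pretreatment; cell ATP read after overnight thapsigargin exposure of roughly 18 to 22 hours; normalized against plate controls of thapsigargin alone and 5% DMSO vehicle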
T cell HTS = T cell immune modulators affecting CD8 T cell-vesicle binding. 2C CD8+ T cell-vesicle binding, flow cytometry; active compounds read low. calls only at 7 µM. hit rate 0.068% among 330,000;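 active means response, share of CD8 T cells binding vesicles, and their 90th percentile fluorescence all below set limits, cut at about 80% in these data, passing the limit was not always enough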
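Material: murine 2C transgenic CD8+ T lymphocytes / Also added: QL9-peptide-loaded Drosophila micro-vesicles bearing Ld, ICAM-1 and B7-1 / Schedule: binding step 1.5 h, 37 °C, antibody labelling 20 min, ice / Signal: flow cytometry, PE anti-B7-1 (FL2) versus Alexa647 anti-CD8 (FL8), PFA-fixed / Evaluation: percent CD8+ FL2 mean versus row control / Benchmarks: naked versus QL9-loaded vesicles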
Hep lipid drop = modulators of hepatic lipid droplet formation; AML12 mouse hepatocytes, oleate lipid droplets, BODIPY imaging; inhibition, % at 6.5 µM; hit rate 0.4% among 240,000; AID 1656;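 active means lipid droplet intensity inhibited by at least 50%, with more than 500 cells counted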
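material = mouse AML12 hepatocyte cell line, fixed after treatment | also added = 100 µM oleic acid challenge | doses = compound at 6.5 µM only | schedule = overnight exposure | technique = Image-based BODIPY and DAPI two-channel analysis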
bCat nuc transl = alters nuclear translocation of beta-catenin in HeLa cells; immunofluorescence imaging; nuclear translocation activity, % at 5 µM; hit rate 0.3% among 190,000; AID 1665;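 active means nuclear translocation activity above 50% at 5 µM, with a well cell count of 50 or more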;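 further: per-cell ratio of nuclear to cytoplasmic median beta-catenin stain intensity; plate controls were DMSO negative control for no effect and GSK-3 inhibitor IX positive control for full effect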
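test system = HeLa cells, endogenous beta-catenin | dosing = single 5 µM dose plus 0.02–20 µM confirmation series | times = compound treatment 24 h, 37°C, 5% CO2 | technique = beta-catenin immunofluorescence imaging with DAPI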
Autophagy HCS = alters autophagy in cells; MEF GFP-LC3 puncta imaging; test concentration mostly 10 µM; calls only at 10 µM (by protocol); hit rate 0.98% among 190,000;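 active means percentage of spot-positive cells more than 3 SD above its plate mean, without a fluorescence outlier flag or 80% toxicity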;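 further: spot-positive cell cutoff set from DMSO-treated cells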
Insulin prom up = MIN6 insulin promoter up-regulation. MIN6 insulin promoter-GFP reporter, high-content imaging; active compounds read high. hit rate 0.3% among 190,000. z-score at 5 µM. AID 1625;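 active means z-score above 3 at 5 µM with at least 500 cells counted in the well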
Dynein cargo inh = dynein cargo transport inhibition; 3617.4 mouse cells, GR-EGFP nuclear translocation imaging; test concentration mostly 20 µM; stimulated with dexamethasone, 1 µM; active compounds read low; z-score, hits read low; hit rate 0.47% among 220,000;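 active means plate z-score of nuclear minus cytoplasmic receptor signal below a set negative limit, without overly bright fluorescence or cell loss, cut at about -3.5 in these data, passing the limit was not always enough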;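 further: z-score of nuclear minus cytoplasmic ring GR-EGFP intensity difference per well; some compounds called inactive have numbers as strong as hits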
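Schedule: 48 h induction, then 1 h compound, then 30 min agonist, 37 °C. Buffer or medium: tetracycline-free induction medium containing charcoal-stripped FBS. Reagent: 1.0 µM final dexamethasone stimulus. Evaluation: nuclear versus cytoplasmic GR-EGFP signal, averaged per well. Signal: high-content fluorescence imaging after fixation.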
Dynein cargo inh cytoplasmic EGFP = also measured in Dynein cargo inh; calls as there; z-score; measured here: cytoplasmic GR-EGFP intensity; active compounds read high
Dynein cargo inh nuclear GR-EGFP = recorded beside Dynein cargo inh, whose call it bears; z-score; measured here: nuclear GR-EGFP intensity;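 lower value marks the stronger effect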
Dynein cargo inh cell count = second read-out of Dynein cargo inh, no call of its own (marks repeat the call); z-score; measured here: cell count per field
Insulin prom up cell count = further read-out of Insulin prom up, marked with its call; cell count; measured here: cytotoxicity, nuclei count;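 total cells summed across four imaged fields per well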
Hep lipid drop cells 6.5 µM = recorded beside Hep lipid drop, whose call it bears; cell count; measured here: cell count, cytotoxicity flag;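 cells counted across two imaged fields per well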
bCat nuc transl cell count 5 µM = recorded beside bCat nuc transl, whose call it bears; cell count; measured here: cell count, cytotoxicity flag
T cell HTS vesicle-bound % = recorded beside T cell HTS, whose call it bears; double positive events, %; measured here: CD8+ vesicle-bound cell fraction;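 binding gate set so that unloaded-vesicle control wells show 10% double positive cells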
MT stabilizer Hoechst-high % = also measured in MT stabilizer; calls as there; % Hoechst-high responders; measured here: nuclear condensation Hoechst responders;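 share of cells brighter than vehicle mean plus two SD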
MT stabilizer cytotoxicity % = second read-out of MT stabilizer, no call of its own (marks repeat the call); toxicity, %; measured here: cytotoxicity by cell density;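 0% = mean cell density of plate MIN control wells and 100% = no cells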
Autophagy HCS cell loss 18 h = second read-out of Autophagy HCS, no call of its own (marks repeat the call); toxicity, %; measured here: cell loss, nuclei count;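 cell loss after 18 h compound exposure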
* marks the source's active call; other numbers are inactive results; i = inactive; . = not tested or not shown.

SMILES	PhoP inhibition	MT stabilizer	MT stabilizer Hoechst-high %	MT stabilizer cytotoxicity %	CSM14.1 death rescue	T cell HTS	T cell HTS vesicle-bound %	Hep lipid drop	Hep lipid drop cells 6.5 µM	bCat nuc transl	bCat nuc transl cell count 5 µM	Autophagy HCS	Autophagy HCS cell loss 18 h	Insulin prom up	Insulin prom up cell count	Dynein cargo inh	Dynein cargo inh cytoplasmic EGFP	Dynein cargo inh nuclear GR-EGFP	Dynein cargo inh cell count
CCOC(=O)C1CCN(CC(O)COc2ccc(C(C)(C)CC)cc2)CC1 (stereo unspecified)	-4%	3.6	2.8	12	0.2%	i	13	.	.	-10	1016	i	-3	-0.34	1053	2.2	-0.0015	1.6	-1.6
Cn1c(=O)c2c(nc(N3CCCCC3)n2CCNC2=NCCC2)n(C)c1=O	2%	4.7	2.0	6.1	1.0%	i	37	-40	604	-0.9	1049	i	-13	-0.18	1739	-0.6	-0.032	-0.067	0.63
COc1ccc(CCNC(=O)Cn2c(=O)n(-c3ccc(F)cc3)c(=O)c3sccc32)cc1OC	-5%	1.6	1.4	2.9	-0.6%	.	.	-12	748	.	.	i	25	0.27	1300	-0.14	-0.26	0.026	-0.31
COC(=O)c1[nH]c(C)c(/C(O)=C2\C(=O)C(=O)N(CCN(C)C)C2c2ccc(C)o2)c1C (stereo unspecified)	-6%	6.2	2.2	12	-0.6%	i	8	.	.	0.2	1162	i	5	.	.	0.94	-0.11	1.5	-2
O=C(CCOc1ccc(F)cc1)Nc1nccs1	7%	.	.	.	.	i	27	2	722	1.0	988	.	.	0.15	1294	0.39	-0.28	-0.032	0.33
C=CCOC(=O)Nc1ccc(Cl)cc1NC(=O)OCC=C	-4%	6.0	2.5	4.9	-1.3%	i	32	-17	722	-1.0	1070	i	6	0.17	1150	0.3	-0.18	0.42	-0.24
O=C(CN1C(=O)S/C(=C\C=C\c2ccccc2)C1=O)Nc1cccc(O)c1	25%	5.8	3.2	3.3	2.4%	i	40	-6	607	2.1	987	i	6	0.37	1247	-0.96	0.02	-0.18	-1.1
Cc1nn(C)c(C)c1S(=O)(=O)NCc1cccs1	-1%	4.0	1.8	3.9	0.0%	i	18	.	.	-1.3	959	i	6	0.09	1565	1.2	-0.19	0.74	-0.93
CCNC(=O)C/C(C)=N/NC(=O)C1CCCCC1	-1%	3.3	1.8	3.8	-2.4%	i	58	2	647	0.2	911	i	-5	0.86	1362	-0.49	0.42	-0.18	0.55
CNC(=S)Nc1cccc(S(=O)(=O)NC2=NCCC2)c1	-1%	2.6	1.7	2.5	-1.8%	i	30	0	746	-0.7	1180	i	5	1.6	1108	0.29	-0.32	0.028	0.48
CCCN1CCC(NC(=S)Nc2ccc([N+](=O)[O-])cc2)CC1	-2%	2.0	1.0	8.5	-2.1%	i	34	-10	580	0.8	999	i	17	0.85	1431	-0.41	-0.27	-0.065	0.025
CC1(C)OC(=O)C(=CNc2ccccc2)C(=O)O1	-5%	1.3	1.5	5.5	-2.0%	i	18	.	.	-5.4	939	i	2	1.5	1402	0.058	-0.24	0.2	-0.88
O=C(Nc1ccccc1N1CCOCC1)c1ccc2nc[nH]c2c1	7%	4.0	3.5	2.8	-1.1%	.	.	19	692	-2.5	1141	i	13	0.26	1332	0.53	-0.22	0.16	-0.42
COc1ccc(-n2c(SCC(=O)NCc3cccs3)nc3[nH]ncc3c2=O)cc1	4%	3.9	1.1	6.0	-0.4%	i	42	8	656	-1.3	1131	i	-4	-0.84	1325	-0.72	-0.22	-0.74	0.64
CCOC(=O)/C(=C/c1ccc(F)cc1)NC(C)=O	16%	5.6	1.5	2.8	-1.4%	i	34	27	645	-1.2	1059	i	18	-0.48	1232	0.15	-0.15	0.16	-0.021
O=C(O)c1ccc(S(=O)(=O)c2ccccc2)cc1	27%	2.5	2.0	7.6	2.3%	i	13	13	769	0.1	1112	i	-3	0.49	1215	-0.18	-0.22	-0.076	-0.00069
COc1ccc(OC)c(C(C(=O)NCc2ccco2)N(C(=O)Cn2nnc3ccccc32)C2CC2)c1 (stereo unspecified)	9%	3.9	1.8	3.9	-1.8%	i	1	.	.	5.0	1400	i	1	-0.13	1487	0.3	-0.031	0.63	-0.69
COc1ccc(NC(=O)c2ccccc2C)c(OC)c1	8%	6.1	4.5	6.8	-2.3%	i	57	.	.	-3.1	1031	i	-5	0.56	1079	0.38	-0.32	0.2	-0.12
CC(C)(C)c1ccc(N=C2SCC(=O)N2Cc2cccs2)cc1	0%	.	.	.	.	i	24	0	699	0.9	1211	.	.	-0.14	1391	1.3	-0.19	0.66	-1
COc1cc2[nH]c(=O)n(CCCCCC(=O)NCCc3c[nH]c4ccccc34)c(=O)c2cc1OC	-4%	2.0	1.9	6.4	-0.4%	i	11	0	816	-8.1	1160	i	-5	.	.	-0.25	-0.13	0.22	-0.033
Cc1onc(-c2ccccc2)c1CNS(=O)(=O)c1cccc(Cl)c1	2%	.	.	.	.	i	28	-2	780	1.9	1328	.	.	0.23	1448	-0.058	-0.25	-0.29	-0.077
CCCCCCc1cc2cc(C(N)=O)c(=N)oc2cc1O	9%	2.1	1.1	6.3	-5.3%	i	27	.	.	.	.	i	-6	1.1	925	-1.2	7.3	0.44	0.53
Clc1ccc(-c2csc(N/N=C\c3cccnc3)n2)cc1	-13%	2.2	3.9	7.0	11%	i	13	12	632	1.3	981	i	3	-0.06	1287	-0.53	-0.15	-0.53	1.1
COC(=O)c1sc(NC(=O)CSc2n[nH]c(N)n2)c(C(=O)OC)c1C	3%	5.5	2.3	8.4	0.2%	i	22	6	713	-5.6	1181	i	4	0.46	1278	-0.36	-0.098	0.18	0.57
C=CCNC(=O)/C(=C/c1cccc([N+](=O)[O-])c1)NC(=O)c1ccccc1	5%	1.3	2.2	2.9	0.7%	i	44	1	684	-2.0	1063	i	25	0.91	1508	-1.7	0.21	-0.93	0.4
O=C(CN1CCCCCC1=O)N1CCN(S(=O)(=O)c2cccs2)CC1	-2%	2.9	1.2	8.0	0.0%	i	46	28	686	-3.6	1151	i	15	0.04	1686	-0.6	-0.3	-0.047	0.34
O=[N+]([O-])c1ccc(Sc2cccc3cccnc23)cc1	14%	1.6	1.2	8.8	-0.1%	i	12	19	801	.	.	i	5	0.33	953	0.63	0.5	0.87	-1.1
CC(c1ccccc1)n1c(NCCCn2ccnc2)nc2c1c(=O)[nH]c(=O)n2C (stereo unspecified)	7%	2.1	1.0	7.7	0.4%	.	.	.	.	-1.6	1144	i	-4	0.54	1352	0.46	-0.21	-0.0068	0.22
C=CCNC(=S)N/N=C/c1ccc(-c2ccc(OC)cc2)o1	-8%	2.7	2.5	11	-1.8%	i	50	6	720	-1.0	1375	i	13	-0.12	1259	0.93	-0.19	0.071	-0.21
Cc1cc(C(=O)COC(=O)CNS(=O)(=O)c2ccc3ccccc3c2)c(C)n1-c1ccccc1	-7%	4.0	3.5	5.2	-2.3%	i	32	-21	500	-0.5	944	i	24	1	1660	0.31	-0.25	0.29	0.36
CCOC(=O)C1CCN(S(=O)(=O)c2cc(F)ccc2OC)CC1	-4%	2.4	1.1	9.5	0.5%	i	39	-4	527	-4.8	1076	i	7	0.4	1633	-0.3	-0.33	-0.039	0.62
Cc1ccc(CCN2CC(C(=O)NCCCOC(C)C)CC2=O)cc1 (stereo unspecified)	0%	2.3	1.5	9.2	-1.0%	.	.	-4	752	.	.	i	-16	-0.18	840	1.9	-0.18	1.4	-0.48
Cc1cccc(S(=O)(=O)NCCc2ccccc2)c1	1%	4.8	3.2	5.2	-1.4%	i	49	-4	715	-3.6	1054	i	8	-0.19	1539	-0.021	-0.22	0.65	-0.16
O=C(O)CCCCCNc1nc2ncn(Cc3ccccc3)c2c(=O)[nH]1	-6%	2.5	1.4	4.8	-0.6%	i	12	4	855	1.2	1180	i	3	0.62	1047	0.48	-0.38	0.24	-0.47
CCOc1ccccc1C(=O)NCc1ccc2c(c1)OCO2	-8%	2.9	1.6	1.2	-3.0%	i	60	-9	726	-0.6	1065	i	1	0.18	1204	0.96	-0.22	0.4	-0.78
